p97 inhibitor = inhibitors of human p97 ATPase, primary screen, biochemical; recombinant p97 ATPase, Kinase-Glo ATP luminescence, 3 h; actives 0.42% (n = 220,000); inhibition, % at 8 µM; AID 1481, 2009; in the data active = inhibition above about 15%;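 also: 0% = DMSO vehicle and 100% = wells lacking enzyme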
Mdm2 ligase inh = MDM2-luciferase reporter signal enhancers, primary screen, MDM2 E3 ligase inhibitor project, cell-based, luminescence, 1536-well. cell-based MDM2 ubiquitination luciferase reporter, 2 h; 0 = plate control, 100 = twice control, blank-subtracted. signal enhancement, % at 5 µM. actives 0.11% (n = 210,000). AID 1230, 2008;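 active = signal enhancement of 30% or more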;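 also: luminescence tracks abundance of the self-degrading MDM2-luciferase fusion protein; higher signal means inhibition of MDM2 E3 ligase activity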
Target sequence (Q00987 whole entry, looked up, the tested form may be a part): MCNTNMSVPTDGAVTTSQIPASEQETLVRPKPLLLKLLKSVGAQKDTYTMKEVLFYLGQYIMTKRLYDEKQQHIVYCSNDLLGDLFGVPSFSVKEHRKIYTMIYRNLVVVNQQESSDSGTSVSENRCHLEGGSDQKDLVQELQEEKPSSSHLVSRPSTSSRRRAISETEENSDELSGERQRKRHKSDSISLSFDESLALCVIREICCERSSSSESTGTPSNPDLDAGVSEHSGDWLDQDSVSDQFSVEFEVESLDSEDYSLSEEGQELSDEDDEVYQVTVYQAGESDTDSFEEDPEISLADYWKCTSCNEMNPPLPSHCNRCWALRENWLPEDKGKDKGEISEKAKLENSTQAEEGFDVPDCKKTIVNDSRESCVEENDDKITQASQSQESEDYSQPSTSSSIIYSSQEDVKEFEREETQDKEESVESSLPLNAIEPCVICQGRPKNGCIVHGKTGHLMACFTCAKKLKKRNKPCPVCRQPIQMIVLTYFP
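test system = mammalian cells stably expressing self-ubiquitinating, self-degrading MDM2 E3–luciferase fusion | quantity = 2000 cells/well | incubation = cell settling 4 h, compound treatment 2 h, both 37 °C | signal = luminescence with SteadyLite reagent, 15 min at room temperature | evaluation = % enhancement relative to plate controls after blank subtraction | benchmarks = plate controls and plate blanks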
14-3-3 Bad inh = inhibitors of 14-3-3 zeta/Bad binding, primary screen, biochemical, TR-FRET, bovine 14-3-3 zeta; TR-FRET 14-3-3zeta/Dy647-pBad peptide displacement, 1 h; inhibition, % at 21.7 µM; actives 0.71% (n = 220,000);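 active = inhibition above about 70%, limit read from the data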;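 also: 0% = full 14-3-3 plus peptide FRET controls and 100% = background without 14-3-3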
Target sequence (P63103 whole entry, looked up): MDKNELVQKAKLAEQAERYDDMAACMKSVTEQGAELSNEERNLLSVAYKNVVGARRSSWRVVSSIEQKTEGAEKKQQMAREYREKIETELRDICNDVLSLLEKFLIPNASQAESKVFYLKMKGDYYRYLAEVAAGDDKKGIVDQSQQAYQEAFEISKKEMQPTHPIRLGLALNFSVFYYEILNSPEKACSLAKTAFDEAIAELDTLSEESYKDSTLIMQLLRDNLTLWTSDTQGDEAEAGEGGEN
KLK5 inh = human KLK5 protease inhibitors, primary screen, biochemical, 1536-well. recombinant hK5, fluorogenic AMC substrate cleavage. inhibition, % at 5 µM. actives 0.59% (n = 210,000). AID 873, 2007;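 active = inhibition of 40% or more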;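 also: 0% = enzyme controls without compound and 100% = no-enzyme blanks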
Target sequence (Q9Y337 67-293 limits assumed): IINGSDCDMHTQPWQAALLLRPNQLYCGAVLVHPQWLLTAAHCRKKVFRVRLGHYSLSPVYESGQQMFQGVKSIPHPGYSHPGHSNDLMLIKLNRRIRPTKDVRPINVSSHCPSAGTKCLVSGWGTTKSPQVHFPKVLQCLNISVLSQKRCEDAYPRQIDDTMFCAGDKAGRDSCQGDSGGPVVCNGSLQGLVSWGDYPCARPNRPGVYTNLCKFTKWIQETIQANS
FXIa inh = human FXIa protease inhibitors, primary screen, biochemical, 1536-well; actives 0.14% (n = 220,000); purified FXIa, Boc-Glu-Ala-Arg-AMC fluorogenic substrate; inhibition, % at 5 µM;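 active = inhibition of at least 40%; inactive = inhibition below 40%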;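 also: fluorescence of freed AMC excited at 355 nm; 0% = enzyme without compound and 100% = no enzyme blank; many of its hits are not listed in these tables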
Rad51 HR inh = human RAD51 strand exchange inhibitors, primary screen, biochemical, fluorescence; hRad51 DNA strand exchange, fluorescence dequenching; inhibition, % at 10 µM; actives 0.085% (n = 200,000);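 active = inhibition above 40% at the single screening dose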;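 also: 0% = DMSO control wells and 100% = blanks with heterologous ssDNA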
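Read-out basis: percent inhibition relative to plate controls and blanks / Assay system: human Rad51 nucleoprotein filaments preassembled on unlabelled ssDNA / Timing: filaments 15 min 37 °C, then compound 30 min / Control set: per-plate controls and blanks / Technique: fluorescence dequenching at 485/520 nm / Compound: 10 µM final, single point / Also added: Fluorescein- and BHQ1-tagged 47-mer duplex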
eIF4E 4G PPI = eIF4E–eIF4G protein interaction inhibitors, primary screen, biochemical, uHTS, TR-FRET, eIF4GI fragment; actives 0.37% (n = 220,000); TR-FRET eIF4E-eIF4GI(517-606) binding, 2 h; inhibition, % at 21.7 µM; Eukaryotic translation initiation factor 4E (Mus musculus) + Eukaryotic translation …;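 active = inhibition above about 30%, limit read from the data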;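 also: 0% = full FRET control wells and 100% = background wells lacking eIF4GI fragment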
Wee1 stabilizer = Wee1 degradation inhibitors, primary screen, cell-based, HeLa, Wee1K328M-luciferase, luminescence; HeLa Luc-Wee1K328M stability; 100% = proteasome inhibitor MG132 effect; reporter increase, % at 5 µM; actives 1.2% (n = 220,000);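 active = activation above the mean of all tested compounds plus 3 SD, set per screening run, cut at about 8.8% in these data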;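 also: cells exposed to compound for 20 h before luminescence read; 0% = DMSO alone and 100% = MG132 at 30 µM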
FXIIa inh 1536 = human FXIIa protease inhibitors, primary screen, biochemical, 1536-well. Coagulation factor XII (Homo sapiens), P00748. actives 0.3% (n = 220,000). purified FXIIa, Boc-QGR-AMC fluorogenic substrate, 2 h. inhibition, % at 5 µM; in the data active = inhibition above about 40%;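 also: 0% = enzyme with no compound and 100% = blank without enzyme; many of its hits are not listed in these tables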
Numbers without * were called inactive; / = not tested or not shown; [ ] = dose if it differs, or a comment.

p97 inhibitor,Mdm2 ligase inh,14-3-3 Bad inh,KLK5 inh,FXIa inh,Rad51 HR inh,eIF4E 4G PPI,Wee1 stabilizer,FXIIa inh 1536,SMILES
-9.4,-10.7,14.4,-6.6,-3.6,6.4,-29.2,2.1,6.5,CCSC1=N/C(=C/c2ccsc2)C(=O)N1c1ccccc1
3.5,-12.9,57.8[fluorescence artefact?],7.5,-1.9,-5.4,-11.1,-1.0,3.4,CCSc1ncc(Cl)c(C(=O)Nc2sc3c(c2C(=O)NCc2cccnc2)CCCC3)n1
0.6,14.8,-0.6,8.2,2.2,-0.9,-0.9,0.9,8.6,CC(C)C(=O)N1CCN(c2ccc(NC(=O)c3cccs3)cc2Cl)CC1
-3.6,-17.3,14.0,-2.4,-1.8,11.8,-0.5,1.4,2.7,Cc1ccc(CNCC(O)(c2ccccc2)c2ccc(Cl)cc2)cc1 (configuration not stated)
1.6,-21.6,-9.7,-22.8,-4.9,18.4,-5.7,-1.1,-5.1,C=CCNC(=O)c1ccc([N+](=O)[O-])c(Cl)c1
-3.0,-39.8,-8.6,-14.4,-4.7,-5.2,-14.7,-0.2,15.4,O=C(Nc1ccc(F)cc1)C1CCN(c2nnnn2-c2ccccc2)CC1
2.9,-21.9,4.4,-0.5,-2.0,3.0,2.8,-2.5,-10.4,COc1ccc(C(=O)OCCN2C(=O)c3ccccc3C2=O)cc1
1.8,-10.5,-10.6[fluorescence artefact?],1.3,-3.8,11.8,-3.0[fluorescence artefact?],0.8,1.8,COc1cccc(-c2ccc(=O)n(CC(=O)Nc3cc4c(cc3NC(C)=O)OCCO4)n2)c1
7.3,/,-7.2,-10.8,5.8,-1.6,3.6,0.5,6.3,CCC(=O)N1c2ccccc2-c2nnc(SC)nc2OC1c1ccc(N(C)C)cc1 (configuration not stated)
0.3,-34.5,-7.8,27.6,12.6,5.7,0.6,0.3,27.0,C=CCN(C(=O)Nc1ccc(F)cc1)C1CC(=O)N(c2ccc(OC)cc2)C1=O (configuration not stated)
0.3,-7.0,-0.5,-9.2,-6.8,-219.1,3.9,3.5,3.5,N#CC1=C(N)OC2=C(CC/C2=C\c2ccccc2Cl)C1c1ccccc1Cl (configuration not stated)
10.7,-3.8,-8.0,-11.3,-0.1,/,-2.0[fluorescence artefact?],0.1,9.6,CN1CCN(S(=O)(=O)c2ccc(Sc3nnnn3-c3ccccc3)c([N+](=O)[O-])c2)CC1
4.6,-16.2,-8.4,-1.8,-1.1,2.3,-2.7,-2.3,1.9,Cc1nc2scc(-c3ccc(C(C)(C)C)cc3)c2c(=O)n1N
5.1,-6.2,22.7,-5.0,3.3,-3.4,2.5[fluorescence artefact?],-3.4,18.1,O=c1[nH]c(-c2ccncc2)nc2ccccc12
-4.2,-0.6,-6.2,-7.2,-0.7,7.9,0.0,-1.8,0.7,Cc1nc(N(C)C)ncc1C(=O)O
4.2,-0.8,-5.5,-1.1,-7.0,-0.8,0.3,-1.2,8.0,FC(F)Sc1ccc(NC(=S)NC2CCCC2)cc1
6.0,-5.9,-8.2,-0.8,-1.4,5.0,0.8,-3.0,2.9,Cc1cc(N2CCN(c3nc(-c4ccccc4)cs3)CC2)c2ccccc2n1
3.5,-22.1,-3.3,-8.4,-3.8,-1.9,-1.2,-1.5,0.1,CC(=O)NCc1nc2ccccc2n1C(C)C
2.6,-2.6,-1.4,-7.6,-4.3,3.6,4.0,-1.6,2.6,Cc1cccn2cc(-c3ccc(S(=O)(=O)N4CCCCC4)cc3)nc12
0.4,-17.5,-10.8[fluorescence artefact?],-21.6,-0.4,-6.8,-3.2[fluorescence artefact?],3.9,8.5,CCN(CC)CC#CC(C)OCOCC#CCOC (configuration not stated)
2.5,-4.0,9.3,-20.8,6.5,-9.9,-5.0[fluorescence artefact?],-2.4,14.4,CN1CCN(NS(=O)(=O)c2cccs2)CC1
0.0,-23.1,4.2,3.4,7.1,15.2,0.8,-0.6,7.2,COC(=O)c1c(C)[nH]c(C(=O)/C=C/c2ccccc2F)c1C
0.6,4.6,6.3,1.6,2.8,/,3.5,-3.2,1.0,COc1ccccc1NCCC(=O)OCC(=O)Nc1ccc(Cl)cn1
0.1,-0.7,-7.5,4.9,0.8,1.9,-6.1,-1.8,11.8,CN(Cc1cnn(C)c1)Cc1nc(Cc2ccccc2Cl)no1
4.5,-1.5,-1.8,0.2,6.0,-0.8,2.8,3.4,18.6,CCn1cc([N+](=O)[O-])c(C(=O)N2CCCC2)n1
0.4,-4.4,-9.4,-0.8,-2.1,/,2.6,-0.3,5.1,Cn1cnc(S(=O)(=O)Nc2cc(C(F)(F)F)ccc2N2CCOCC2)c1
-6.2,-12.8,0.5,28.4,23.1,-14.7,-4.7,0.6,43.1*,CCn1nc(C)c(CNC(=O)c2cc(COc3ccc(F)cc3Cl)on2)c1C
0.6,-16.5,84.3*,-13.0,-6.5,4.2,3.3[fluorescence artefact?],0.1,11.5,CCCC(C(=O)OCC)P(=O)(c1ccccc1)c1ccccc1 (configuration not stated)
2.0,-10.4,23.1,-27.0,0.6,-5.3,-3.6,-0.7,11.9,COc1ccc(Nc2nc(N)nc(CN(C)C3CCCCC3)n2)cc1
8.2,-3.8,-8.2,-0.3,0.1,-2.8,-5.1,-2.0,6.0,CCOc1ccc(C2C(C#N)=C(N)Oc3cc(C)oc(=O)c32)cc1 (configuration not stated)
3.0,-14.3,-5.2,-9.2,-0.9,8.8,5.5,0.1,7.2,CNC(=O)N(O)C1N(NC(=O)Nc2cccc3ccccc23)C(=S)SC1(C)C (configuration not stated)
-1.1,-8.2,-3.2,/,-2.9,/,-1.4,0.9,6.1,C/C(CC(=O)Nc1ccccc1)=N\NC(=O)COc1ccc(C)cc1Br
0.5,-0.9,-3.2,-1.3,8.1,-7.5,-6.6,0.0,17.3,C/C(Cl)=C\Cn1c(=O)c2c(nc3n2CCS3)n(C)c1=O
-3.0,-8.6,-2.7,-8.2,-3.8,3.8,0.6,1.6,1.7,CCc1ccccc1NC(=O)c1ccccc1Sc1ccc([N+](=O)[O-])cc1Cl
4.8,-4.1,-5.5,-1.4,-4.5,/,2.3,2.6,1.6,CCOC(=O)Cc1csc(NS(=O)(=O)c2ccc(OC)cc2)n1
-2.6,-12.0,-9.3,-1.7,-8.1,2.1,-0.9,-2.1,-5.0,CS(=O)(=O)N(CCc1ccccc1)CC(=O)NCc1ccncc1
6.6,-6.5,-5.0,-7.6,11.7,8.4,-3.2,0.6,15.2,COc1ccc(OC)c(NC(=O)Nc2cccc(Cn3cccn3)c2)c1
-7.8,-19.7,-9.2,-9.0,-8.3,-13.8,-3.5,2.7,3.0,O=C(O)CCC(=O)Nc1ccc(Cc2ccc(NC(=O)CCC(=O)O)cc2)cc1
4.2,-33.6,2.0,-12.3,0.6,-0.5,-0.4,1.1,6.6,CCn1c(=O)c(-c2cc(=O)[nH][nH]2)c(O)c2ccccc21
1.2,-8.6,-2.7,8.1,-1.5,-13.6,-6.3,-2.2,10.8,O=C(O)C1C2C=CC(O2)C1C(=O)NCCCn1ccnc1 (configuration not stated)
-4.3,-12.2,2.8,-6.6,3.7,5.8,-1.8,-1.8,8.8,CCn1nnc(NC(=O)c2ccc(C(C)(C)C)cc2)n1
-0.3,-10.1,-0.6,8.1,1.3,2.5,0.3,1.1,10.4,CC1=Nc2ccccc2/C1=C\c1nc(-c2ccc(F)cc2)oc1O
1.4,-13.6,-4.9,-3.5,-7.5,4.1,-1.9,-0.7,8.4,Nc1nc(SCCO)[nH]c(=O)c1NC(=O)c1ccccc1F
-7.1,/,-1.1[fluorescence artefact?],-6.9,17.4,/,4.7,-0.8,15.2,CC(C)(C)c1n[nH]c(=S)n(/N=C/c2cccs2)c1=O
4.2,4.5,-8.7,-3.8,0.7,/,3.6,2.2,14.8,C/C(=N\OC(=O)c1cccc(C(F)(F)F)c1)c1sc(-c2ccccc2)nc1C
3.7,-13.8,7.0,9.5,-1.7,-8.2,0.2,-2.1,-3.4,COCCn1c(SCC(=O)c2ccc3c(c2)OCCO3)nnc1-c1ccco1
4.5,-27.1,0.3,1.6,1.1,-1.1,2.4,-2.6,7.1,Cc1ccc(S(=O)(=O)NCC(=O)OCC(=O)NC(=O)NC2CCCC2)cc1
-1.2,-11.3,-10.8,3.1,-3.5,0.5,1.6,3.9,6.8,COC(=O)c1cc(NC(=O)CSc2nnc(N)s2)ccc1Cl
-2.8,0.5,-8.0,0.1,-5.1,-11.6,-7.0[fluorescence artefact?],4.5,-8.1,CCOc1ccc(C(=O)NC(=S)N(Cc2ccccc2)Cc2ccccc2)cc1
-3.0,-0.5,13.6,-4.1,6.0,8.1,-8.6,-2.3,14.6,Cc1ccc(N(Cc2cc3ccccc3[nH]c2=O)C(=O)c2ccco2)c(C)c1

A different layout for part of the listing above:
Values in the order – p97 inhibitor	Mdm2 ligase inh	14-3-3 Bad inh	KLK5 inh	FXIa inh	Rad51 HR inh	eIF4E 4G PPI	Wee1 stabilizer	FXIIa inh 1536
- COc1ccccc1NCCC(=O)OCC(=O)Nc1ccc(Cl)cn1
  0.6	4.6	6.3	1.6	2.8	/	3.5	-3.2	1.0
- CN(Cc1cnn(C)c1)Cc1nc(Cc2ccccc2Cl)no1
  0.1	-0.7	-7.5	4.9	0.8	1.9	-6.1	-1.8	11.8

The list continues.
p97 inhibitor,Mdm2 ligase inh,14-3-3 Bad inh,KLK5 inh,FXIa inh,Rad51 HR inh,eIF4E 4G PPI,Wee1 stabilizer,FXIIa inh 1536,SMILES
4.3,-4.5,-3.7,-1.6,0.4,-1.0,-5.2,-3.2,2.4,COc1cc(C(=O)NC(C(=O)Nc2cccc(C(C)=O)c2)C(C)C)cc(OC)c1OC (configuration not stated)
-4.2,-2.1,17.0,-0.1,13.3,7.4,2.0,-4.1,30.4,CC(=O)c1ccc(NC(=O)CC23CC4CC(C2)CC(n2nnc(C)n2)(C4)C3)cc1
-0.2,-2.9,-2.3,-7.9,3.0,0.6,-0.9,4.3,16.7,Cc1c(NC(=O)c2cc3ccccc3c(=O)s2)c(=O)n(-c2ccccc2)n1C
-6.5,-22.4,-0.4[fluorescence artefact?],-7.7,1.4,/,-3.3[fluorescence artefact?],-1.9,12.0,O=C(Cn1cnc2c(nnn2Cc2ccccc2F)c1=O)NCc1ccco1
8.4,/,0.2[fluorescence artefact?],-9.4,1.3,-1.9,4.3,0.1,7.5,CC(=O)N1[C@H](C)C=C[C@]1(Cc1ccccc1)C(=O)O

Bioassay records as filed in PubChem.

Outcome played no part in choosing rows. Share with any hit: about 3.5%.
